Screening data from PubChem BioAssay.
LmPK inh = blocks Leishmania mexicana pyruvate kinase activity. AID 1721. purified LmPK, Kinase-Glo ATP luminescence, 1 h. Potency, µM (titrated, usually from 57.5 µM), without a hit: at the top dose activity change, negative = inhibition, usual class: inhibitors. Q27686. hit rate 0.37% among 290,000; also: potency is read from the fitted curve at half-maximal effect; % is scaled to controls: 0 for no effect and ±100 for the full control effect
Target sequence (Q27686 whole entry, looked up): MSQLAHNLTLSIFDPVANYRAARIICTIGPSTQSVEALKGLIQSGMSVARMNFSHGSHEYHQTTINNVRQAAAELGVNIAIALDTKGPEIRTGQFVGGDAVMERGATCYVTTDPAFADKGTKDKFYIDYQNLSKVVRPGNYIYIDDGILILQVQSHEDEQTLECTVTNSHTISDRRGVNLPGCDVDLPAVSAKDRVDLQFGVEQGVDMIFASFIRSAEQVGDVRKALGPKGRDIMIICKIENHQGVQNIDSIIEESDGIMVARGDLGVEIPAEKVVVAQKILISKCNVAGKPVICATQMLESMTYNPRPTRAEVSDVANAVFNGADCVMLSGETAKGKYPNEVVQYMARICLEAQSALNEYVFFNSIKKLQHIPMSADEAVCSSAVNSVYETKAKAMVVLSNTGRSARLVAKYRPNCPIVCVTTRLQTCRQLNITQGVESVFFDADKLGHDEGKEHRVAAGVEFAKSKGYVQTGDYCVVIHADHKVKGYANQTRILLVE
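Pyruvate kinase activity monitored as ATP production (luciferase luminescence). Conditions: 0.1 nM enzyme, 0.5 mM PEP, 0.1 mM ADP, 1 h, RT; normalized against uninhibited and no-enzyme wells.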
Shiga inhibitor = blocks Shiga toxin action in Vero cells. Vero cells, Shiga toxin protein synthesis inhibition reporter. inhibition, % at 38.7 µM. hit rate 9.2% among 290,000; in the data active = inhibition mostly above about 28%, no sharp cut-off; inactive = mostly below about 43%; also: 0% is about no effect
Pf growth 48h = P. falciparum growth inhibition at 48 hours (one generation). P. falciparum luciferase growth in erythrocytes, 48 h. Potency, µM (highest dose often 28.7 µM), inactives show top-dose activity change, negative = inhibition, most hits filed as inhibitors. hit rate 5.9% among 310,000. AID 504832; also: potency is read from the fitted curve at half-maximal effect; % is scaled to controls: 0 for no effect and ±100 for the full control effect
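Firefly luciferase activity from engineered P. falciparum reports growth; inhibitors lower the luminescent signal. Cultures contained 2% hematocrit erythrocytes at 0.1% final parasitemia.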
Cycloheximide cs = counter-screen hit for Shiga toxin inhibitors, cycloheximide; cell reporter, cycloheximide protein synthesis inhibition counterscreen; max response, %; hit rate 12% among 300,000; AID 2314; in the data active = max response mostly above about 13%, no sharp cut-off; inactive = mostly below about 14%; also: read at 38.3 µM for the half of the compounds with a filed dose; 0% is about no effect
Pf growth 96h = P. falciparum growth inhibition at 96 hours; hit rate 6.9% among 320,000; P. falciparum luciferase reporter growth, 96 h; Potency, µM (series often up to 28.7 µM), without a hit: at the highest dose activity change, negative = inhibition, hits mostly inhibitors; also: potency is read from the fitted curve at half-maximal effect; % is scaled to controls: 0 for no effect and ±100 for the full control effect
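Infected RBCs, 2% Hct / 0.05% parasitemia final; luciferase-reporter P. falciparum; cpd 96 h, 37 C, 5% CO2; luciferase detection reagent; luminescence.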
TbPYK inhibitor = blocks Trypanosoma brucei pyruvate kinase; Q57TT1; TbPYK enzyme, Kinase-Glo Plus ATP luminescence, 45 min; Potency, µM (highest dose often 76.8 µM), without a hit: top-dose activity, negative = inhibition, actives largely listed as inhibitors; hit rate 0.12% among 410,000; AID 624173; also: potency is read from the fitted curve at half-maximal effect; % is scaled to controls: 0 for no effect and ±100 for the full control effect; nearly all actives have a fitted effect of over 50% in size
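Glycolytic pyruvate kinase of T. brucei was incubated with substrate, test compound and 130 uM ADP for 45 minutes at room temperature. Luminescent Kinase-Glo Plus signal was measured after 10 minutes.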
AmpC inh no detg = blocks E. coli AmpC beta-lactamase in detergent-free assay; Potency, µM (top dose mostly 57.1 µM), without a hit: at the highest dose activity change, negative = inhibition, most hits filed as inhibitors; hit rate 0.52% among 330,000; P00811; AmpC nitrocefin hydrolysis, absorbance 480 nm, 0.0001% Triton;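 also: potency is read from the fitted curve at half-maximal effect; plate controls were no compound for no effect and no enzyme for full effect; nearly all actives have a fitted effect of over 20% in size; some results filed as inactive show a strong effect at the top dose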
Target sequence (P00811 whole entry, looked up): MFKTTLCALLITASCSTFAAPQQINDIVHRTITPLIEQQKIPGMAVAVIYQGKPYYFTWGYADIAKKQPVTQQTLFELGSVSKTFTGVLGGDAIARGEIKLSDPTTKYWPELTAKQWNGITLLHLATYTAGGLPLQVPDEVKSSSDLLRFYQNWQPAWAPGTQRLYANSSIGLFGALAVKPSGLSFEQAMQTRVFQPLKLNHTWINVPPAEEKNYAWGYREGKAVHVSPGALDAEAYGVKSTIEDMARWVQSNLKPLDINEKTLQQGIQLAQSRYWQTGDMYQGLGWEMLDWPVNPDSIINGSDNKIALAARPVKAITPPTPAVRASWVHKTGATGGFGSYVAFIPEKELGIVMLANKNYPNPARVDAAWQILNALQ
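20 mM phosphate pH 7.0 + 0.01% (detergent screen) or 0.0001% Triton X-100; 5.3 nM AmpC reagent; cpd preinc 15 min RT; nitrocefin (800 uM stock) to start; A480 q20 s × 4 min; Activity was normalised to no-enzyme and no-compound control wells.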
* = called active by the depositor; ? = inconclusive; nt = no result given; + = active, no number; & = joins results of further samples; [ ] = dose if it differs, or a comment. Unless noted, calls follow the shape of the dose curve; as a rule, active = well fitted curve in the direction sought with a large enough effect; inconclusive = small, poorly fitted or top-dose-only effect, or another doubt; inactive = no such curve, though single readings can be large; an effect the other way counts as inactive or inconclusive.

1: CC1CCCC(NC(=O)CN(C)CC(=O)Nc2ccc(F)cc2)C1C (stereo not given)
2: COCCOC(=O)C1=C(N)OC2=C(C(=O)CC(C)(C)C2)C1c1cccnc1 (stereo not given)
3: COCCN(CC(=O)Nc1cccc(C)c1C)C(=O)c1cc2c(s1)CCC2
4: CCOC(=O)c1c(C)n(C)c2ccc(OCC(O)CN3CCN(C)CC3)cc12 (stereo not given)
5: CCOc1ncccc1C(=O)NCc1ccc(OC)cc1
6: COc1cccc(C(C(=O)NC2CCCC2)N(C(=O)c2ccco2)c2ccccc2F)c1OC (stereo not given)
7: O=c1c2ccccc2nc2c3ccccc3c(NCc3ccco3)nn12
8: CC1(C)CCC(C)(C)c2cc(NC(=O)c3ccc(C(=O)O)cc3)ccc21
compound no.	1	2	3	4	5	6	7	8
LmPK inh	nt	4%	nt	-3%	-7%	1%	-4%	nt
Shiga inhibitor	nt	-4	nt	-10	-7	5	35	nt
Pf growth 48h	-15%	-27%	?	nt	6%	8.3µM*	nt	-2%
Cycloheximide cs	nt	-1	nt	-5	8	-2	17	nt
Pf growth 96h	35%[activator]	nt	?	-21%	-8%	31%[activator]	-7%	-28%
TbPYK inhibitor	-10%	1%	1%	1%	6%	-2%	-2%	-9%
AmpC inh no detg	49%	-8%	38%	12%	-11%	16%	-25%	nt

9: CCC(C)N(C(=O)c1csnn1)C(C(=O)NCc1ccc(F)cc1)c1ccco1 (stereo not given)
10: COc1cccc(NC(=O)CSc2nnc3ccc(-c4ccccn4)nn23)c1
11: CCc1nnc(NC(=O)C2CCCCN2S(=O)(=O)c2ccccc2)s1 (stereo not given)
12: O=C(CSc1oc(-c2ccco2)nc1S(=O)(=O)c1ccc(Cl)cc1)NCC1CCCO1 (stereo not given)
13: COc1ccc(C2(c3ccc(OC)cc3)NC(=O)N(CC(=O)Nc3ccccc3)C2=O)cc1
14: CCC(=O)N1CCN(C(C)=O)C1c1ccccc1 (stereo not given)
15: CCOC(=O)C1=C(CC)OC(N)=C(C#N)C1c1cccs1 (stereo not given)
16: O=C(C[n+]1ccc(/C=N/O)cc1)NC1CCCCC1
compound no.	9	10	11	12	13	14	15	16
LmPK inh	0%	nt	0%	5%	0%	-1%	3%	1%
Shiga inhibitor	40	nt	-15	-15	-8	-26	-11	28
Pf growth 48h	-13%	12%	?	nt	?	4%	-19%	10µM*
Cycloheximide cs	-3	nt	2	-4	-1	-2	5	-5
Pf growth 96h	?	42%[activator]	2%	?	?	?	nt	-38%
TbPYK inhibitor	4%	5%	2%	-6%	0%	-6%	-17%	-7%
AmpC inh no detg	-15%	1%	-25%	22%	-41%	-17%	-21%	-2%

17: Cc1[nH]c2ccccc2c1-c1nc(N)sc1C
18: CC(C)Oc1ccc(C(=O)NC2CCSc3ccccc32)cc1 (stereo not given)
19: Cn1ncc([N+](=O)[O-])c1C(=O)Nc1ccc2c(c1)OCCO2
20: O=C1CCCN1CCCNS(=O)(=O)c1ccc(Br)s1
21: CN(C)C(=O)c1cccn(Cc2cccc(C(F)(F)F)c2)c1=O
22: CCOC(=O)c1ccccc1NC(=O)c1n[nH]c(=O)c2ccccc12
23: COc1ccccc1NC(=S)NCc1ccco1
24: O=C(CCl)Nc1ccc(-c2ccccc2)cc1
compound no.	17	18	19	20	21	22	23	24
LmPK inh	-7%	-8%	0%	-6%	7%	2%	3%	-2%
Shiga inhibitor	-5	-14	54*	3	19	13	23	-21
Pf growth 48h	7%	?	56%[activator]	-14%	0%	23%	13%	?
Cycloheximide cs	8	-1	33*	2	-3	-3	8	-7
Pf growth 96h	22%	?	0%	2%	-14%	0%	nt	13µM*
TbPYK inhibitor	2%	0%	-4%	-5%	-2%	-5%	-2%	-3%
AmpC inh no detg	-27%	-2%	-13%	-2%	-31%	-15%	-7%	-1%

25: CCOC(=O)C1=C(C)NC(=O)NC1c1ccc(-c2ccccc2F)o1 (stereo not given)
26: Cn1c(=O)c2c(nc(Br)n2CCc2ccccc2)n(C)c1=O
27: Cc1ccc(NC(=O)COC(=O)Cn2cnc3ccccc32)c([N+](=O)[O-])c1
28: O=C(COc1cccc(NC(=O)c2cccs2)c1)c1ccc(F)cc1
29: CCS/C(N)=N/N=C/c1cc(C)ccc1O
30: CC12CCC(C(=O)Nc3ccc(Cl)cc3)([C@H](Br)C1=O)C2(C)C (stereo not given in full)
31: CN(C)S(=O)(=O)c1cccc(NC(=S)NCCCn2ccnc2)c1
32: O=C(CC1S/C(=N/N=C/c2c[nH]c3ccc(OCc4ccccc4)cc23)NC1=O)Nc1ccccc1 (stereo not given)
compound no.	25	26	27	28	29	30	31	32
LmPK inh	1%	-5%	-8%	0%	-5%	0%	-3%	-1%
Shiga inhibitor	12	-13	-18	+	50	3	-4	-8
Pf growth 48h	-14%	-6%	10%	-25%	192%[activator]	?	4%	18%
Cycloheximide cs	9	-3	1	12	53*	0	1	-5
Pf growth 96h	-17%	6%[5.75 µM]	24%	?	nt	-13%	-5%	12µM*
TbPYK inhibitor	-19%	-1%	6%	-1%	2%	3%	3%	-6%
AmpC inh no detg	-38%	-10%	-4%	-44%	-55%	-26%	-34%	5µM*

Reformatted bar-delimited: part of the list above.
no. | SMILES | LmPK inh | Shiga inhibitor | Pf growth 48h | Cycloheximide cs | Pf growth 96h | TbPYK inhibitor | AmpC inh no detg
21 | CN(C)C(=O)c1cccn(Cc2cccc(C(F)(F)F)c2)c1=O | 7% | 19 | 0% | -3 | -14% | -2% | -31%
22 | CCOC(=O)c1ccccc1NC(=O)c1n[nH]c(=O)c2ccccc12 | 2% | 13 | 23% | -3 | 0% | -5% | -15%
23 | COc1ccccc1NC(=S)NCc1ccco1 | 3% | 23 | 13% | 8 | nt | -2% | -7%
24 | O=C(CCl)Nc1ccc(-c2ccccc2)cc1 | -2% | -21 | ? | -7 | 13µM* | -3% | -1%
25 | CCOC(=O)C1=C(C)NC(=O)NC1c1ccc(-c2ccccc2F)o1 (stereo not given) | 1% | 12 | -14% | 9 | -17% | -19% | -38%
26 | Cn1c(=O)c2c(nc(Br)n2CCc2ccccc2)n(C)c1=O | -5% | -13 | -6% | -3 | 6%[5.75 µM] | -1% | -10%
27 | Cc1ccc(NC(=O)COC(=O)Cn2cnc3ccccc32)c([N+](=O)[O-])c1 | -8% | -18 | 10% | 1 | 24% | 6% | -4%
28 | O=C(COc1cccc(NC(=O)c2cccs2)c1)c1ccc(F)cc1 | 0% | + | -25% | 12 | ? | -1% | -44%
29 | CCS/C(N)=N/N=C/c1cc(C)ccc1O | -5% | 50 | 192%[activator] | 53* | nt | 2% | -55%
30 | CC12CCC(C(=O)Nc3ccc(Cl)cc3)([C@H](Br)C1=O)C2(C)C (stereo not given in full) | 0% | 3 | ? | 0 | -13% | 3% | -26%
31 | CN(C)S(=O)(=O)c1cccc(NC(=S)NCCCn2ccnc2)c1 | -3% | -4 | 4% | 1 | -5% | 3% | -34%
32 | O=C(CC1S/C(=N/N=C/c2c[nH]c3ccc(OCc4ccccc4)cc23)NC1=O)Nc1ccccc1 (stereo not given) | -1% | -8 | 18% | -5 | 12µM* | -6% | 5µM*

Further compounds follow.
33: COc1ccc(C(c2sc3ncnn3c2O)N2CC(C)OC(C)C2)cc1OC (stereo not given)
34: COc1ccc(/C=C2\CCCC3C2=NN(C(=O)CSc2n[nH]c(N)n2)C3c2ccc(OC)cc2)cc1 (stereo not given)
35: O=c1c(Cl)c(Cl)cnn1Cc1nnc(-c2ccc(Cl)cc2)o1
36: CCOC(=O)NC(=O)CSc1nc2ccc(C)cc2[nH]1
37: CN1CCN(CC(=O)NN2CC(=O)N(c3ccc(F)cc3)CC2=O)CC1
38: CCOC(=O)c1cncc(C(=O)O)c1
39: CC(C)(C)CC(=O)NCc1ccc(F)cc1
40: CCOc1ccc(N(C)C(=O)CCc2nnc3ccc(NCc4ccco4)nn23)cc1
compound no.	33	34	35	36	37	38	39	40
LmPK inh	-2%	-1%	1%[11.5 µM]	0%	-10%	-6%	10%	1%
Shiga inhibitor	-2	-14	63	9	18	-5	-12	-12
Pf growth 48h	18%	?	1%	14%	16%	26%	nt	-11%
Cycloheximide cs	17*	-3	50*	13	1	-1	-1	-4
Pf growth 96h	13%	?	-43%	14%	-2%	43%	-11%	?
TbPYK inhibitor	4%	8%	-1%	5%	0%	-13%	-4%	0%
AmpC inh no detg	-19%	25%	-34%	-17%	-15%	-8%	1%	24%

41: O=S(=O)(Nc1nc2c(s1)CCCC2)c1ccc2ccccc2c1
42: Cc1nc2ccccc2c(=O)n1-c1ccccn1
43: COc1ccc2c(Cl)c(-c3nnc(SCC(N)=O)n3C)sc2c1
44: Cc1ccc(S(=O)(=O)NC2(C(F)(F)F)C(=O)Nc3c2c(=O)[nH]c(=O)n3-c2ccccc2)cc1 (stereo not given)
45: Oc1ccccc1C1=NN(c2ccccc2)C(c2ccccc2)C1 (stereo not given)
46: O=C(c1nc2ccccc2[nH]1)c1ccccc1[N+](=O)[O-]
47: COc1ccc(C2(C(=O)NCCc3ccccc3)CCCC2)cc1OC
48: CN(C)c1nc(Nn2cnnc2)nc(N(C)C)n1
compound no.	41	42	43	44	45	46	47	48
LmPK inh	9%	-5%	10%	-2%	-1%	-7%	0%	-2%
Shiga inhibitor	-28	-4	13	-15	56*	73*	2	-12
Pf growth 48h	5%	0%	11%	12%	1.3µM*	146%[activator]	?	25%
Cycloheximide cs	1	11	6	-1	49*	32*	-2	5
Pf growth 96h	nt	-7%	-1%	10%	1.7µM*	59%[activator]	2%	-13%
TbPYK inhibitor	-3%	4%	-2%	-8%&-12%	-1%	-5%	3%	-9%
AmpC inh no detg	-31%	-12%	4%	-7%	-44%	-23%	5%	0%

49: COC(=O)c1[nH]c2cc(OC)ccc2c1N=CN(C)C
50: Cc1ccc(S(=O)(=O)NC(CC(=O)O)c2ccco2)cc1 (stereo not given)
51: COc1ccc(C2CC(c3ccc4ccccc4c3OC(C)=O)=NN2C(=O)/C=C/c2ccccc2)cc1 (stereo not given)
52: COc1ccccc1N1CCN(C(=O)CCNC(=O)Cn2ccc3ccccc3c2=O)CC1
compound no.	49	50	51	52
LmPK inh	0%	-5%	-1%	9%
Shiga inhibitor	-5	-14	-3	-5
Pf growth 48h	35%[activator]	?	12µM*	33%[activator]
Cycloheximide cs	-1	1	1	-4
Pf growth 96h	8%	?	?	?
TbPYK inhibitor	2%	-12%	-7%	5%
AmpC inh no detg	-15%	-18%	-59%	60%[activator]
